# Source: PubChem
# MPTP block: mitochondrial permeability transition pore inhibitors, primary screen, biochemical, isolated mouse mitochondria, absorbance; Ca2+ swelling absorbance, 30 min; inhibition, % at 10 µM; 360,000 tested, 1.4% active; AID 602449, 2012;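 active = inhibition of 50% or more, scaled per plate between neutral and stimulator controls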;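 also: 0% = DMSO wells given calcium and 100% = 1 mM EGTA wells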
# NLRP3 yeast inh: NALP3 inflammasome inhibitors in reconstituted yeast, primary screen, luminescence, uHTS. Yeast reconstituted NLRP3/ASC/caspase-1, beta-gal luminescence, 24 h. 330,000 tested, 0.39% active. inhibition, % at 10 µM;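 active = inhibition of 50% or more; inactive = inhibition below 50%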;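 also: plate controls were induced DMSO wells for no effect and uninduced yeast grown without galactose for full effect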
# tim10-1 inh: growth inhibitors of tim10-1 mutant yeast, primary screen, luminescence, uHTS; S. cerevisiae tim10-1 ts strain growth, BacTiter-Glo, 24 h; inhibition, % at 20 µM; 330,000 tested, 2.2% active;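 active = inhibition of at least 40%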;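 also: mutant grown at 25 °C; 0% = DMSO wells with yeast and 100% = wells holding no yeast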
# APJ ag: agonists of human apelin receptor APJ, primary screen, CHO-K1 cells, PathHunter beta-arrestin, luminescence | P35414 | 0% DMSO wells, 100% apelin | activation, % at 20 µM | 330,000 tested, 0.11% active;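 active = activation more than six SD over the plate average, tested at 20 µM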;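 also: 0% = DMSO alone and 100% = apelin-13 at 10 nM; some results filed as inactive read as strong as hits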
# Target sequence (P35414 whole entry, looked up): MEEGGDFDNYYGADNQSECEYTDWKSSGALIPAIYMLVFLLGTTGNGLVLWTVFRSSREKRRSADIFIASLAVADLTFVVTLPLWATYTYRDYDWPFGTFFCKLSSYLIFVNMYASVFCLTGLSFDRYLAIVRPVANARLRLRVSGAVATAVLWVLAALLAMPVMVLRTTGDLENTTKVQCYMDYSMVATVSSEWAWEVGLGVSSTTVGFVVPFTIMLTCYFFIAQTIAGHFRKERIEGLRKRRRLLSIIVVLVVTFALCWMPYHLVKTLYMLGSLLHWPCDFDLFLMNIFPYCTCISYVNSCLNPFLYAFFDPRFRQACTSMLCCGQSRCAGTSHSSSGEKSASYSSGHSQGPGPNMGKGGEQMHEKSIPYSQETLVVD
#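 Test system – PathHunter CHO-K1 APJ (AGTRL-1) beta-arrestin reporter cells · Input – 1000 cells/well · Compound – single test compound dose, 20 µM final, 1% DMSO · Times – compound stimulation 90 min at 25 °C, detection 60 min · Technique – beta-gal luminescence · Read-out basis – APJ–arrestin association signal · Control set – negative DMSO alone, positive Apelin-13 at 10 nM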
# APJ antagonist: antagonists of human apelin receptor APJ, primary screen, CHO-K1 cells, beta-arrestin complementation, luminescence; P35414; inhibition, % at 20 µM; 330,000 tested, 0.32% active; AID 2521, 2010;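 active = inhibition above about 40% at 20 µM, limit read from the data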;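 also: cells challenged with 10 nM apelin-13 agonist together with compound; plate controls were apelin-13 plus DMSO wells for no effect and DMSO wells lacking apelin-13 for full effect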
# MIN6 prolif: inducers of MIN6 beta-cell proliferation, primary screen, ATP luminescence, uHTS. proliferation, % at 10 µM. MIN6 cells proliferation, ATPlite luminescence, 48 h; cells starved in 0.2% serum; 100% = growth in 10% serum. 330,000 tested, 0.29% active;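 active = compounds whose signal lies at least 3.5 SD above the mean of all wells on their plate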;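 also: 0% = DMSO-treated cells in low-serum medium and 100% = 10% serum control; some compounds called inactive have numbers as strong as hits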
# TIM10 inh: growth inhibitors of isogenic TIM10 control yeast, primary screen, counter-screen for tim10-1 yeast inhibitor project, luminescence, uHTS; S. cerevisiae TIM10 strain growth, BacTiter-Glo luminescence, 24 h; inhibition, % at 10 µM; 330,000 tested, 1.4% active;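 active = inhibition of 40% or more at the single tested concentration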;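 also: wild-type TIM10 isogenic control strain grown at permissive 25 °C; 0% = DMSO yeast wells and 100% = minimal medium wells without yeast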
# tim23-1 inh: growth inhibitors of tim23-1 mutant yeast, primary screen, luminescence, uHTS | S. cerevisiae tim23-1 growth, BacTiter-Glo luminescence, 24 h | inhibition, % at 20 µM | 330,000 tested, 1.3% active | AID 463212, 2010;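 active = growth inhibition of the mutant yeast at or above 50%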;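 also: temperature-sensitive mutant grown at 25 °C; plate controls were DMSO-treated mutant yeast for no effect and medium wells lacking yeast for full effect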
# NR3A LBD binder: binders of NR3A ligand-binding domain, primary screen, biophysical, differential scanning fluorimetry, uHTS; NR3A LBD differential scanning fluorimetry, Tm shift; 0% = protein alone, 100% = glycine-bound protein; Tm shift relative to glycine control, % at 25 µM; 340,000 tested, 2.5% active;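 active = melting temperature shift of at least 10% of the positive control shift, at one fixed dose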
# Starred values were filed as active, the others as inactive; nt = not tested or not shown.
SMILES,MPTP block,NLRP3 yeast inh,tim10-1 inh,APJ ag,APJ antagonist,MIN6 prolif,TIM10 inh,tim23-1 inh,NR3A LBD binder
CN(C(=O)CCN1C(=O)c2ccccc2C1=O)c1ccccc1,-2.0,19,-2,-1,2,0,-7,13,5
CCOP(=O)(OCC)C(O)c1cc(OC)c(OC)c(OC)c1 (stereo not given),0.9,2,-13,-1,3,1,12,7,-4
C=CCN(CC=C)C(=O)Nc1ccc2nc(C)sc2c1,-1.9,13,13,-2,-9,-3,5,0,-2
O=c1oc2ccccc2n1CCn1c2ccccc2c2nc3ccccc3nc21,2.2,0,1,-2,1,0,-3,-10,2
Cc1ccc(C(=O)N/C(=C\c2cn(S(=O)(=O)N(C)C)c3ccccc23)C(=O)NCCCN2CCOCC2)cc1,0.3,13,17,-6,14,-1,-2,4,2
O=C(Nc1ccc(Nc2ccccc2)cc1)c1ccco1,0.2,75*,-26,-1,-5,-3,11,48,6
COc1ccc(-c2noc(=O)n2Cc2ccccc2Cl)cc1,1.6,5,-7,-2,-7,0,-1,18,-2
CC(C)CCNC(=O)NC(=O)CSc1nnc(-c2ccccc2Br)o1,1.7,10,-21,-5,9,0,-3,22,-20
COc1ccc(-c2nnc3ccc(SCC(N)=O)nn23)cc1OC,-1.8,-16,7,-4,-1,-2,0,10,0
CCOC(=O)c1cc(C#N)c(SCC(=O)O)[nH]c1=O,0.2,-1,-27,-2,-5,0,1,15,-1
O=C(Nc1ccncc1)Nc1cccc(F)c1,13,14,-9,28,-86,-3,-7,5,14*
CCn1cc(/C=N/O)c(C)n1,-1.0,7,2,9,18,0,20,7,0
Cc1cccc(N2CC(C(=O)Nc3nnc(SCC(=O)Nc4nccs4)s3)CC2=O)c1 (stereo not given),-2.4,8,-2,-3,-3,-1,-15,-16,1
Cn1c(CN2CCN(C(=O)c3ccccc3)CC2)nc2cc([N+](=O)[O-])ccc21,2.0,13,14,0,-6,1,-7,-4,-2
CCCCC(=O)Nc1ccc(NC(=O)c2cnccn2)cn1,-4.0,10,1,-1,-4,-2,3,21,-3
N#Cc1c(/N=C\c2ccc(O)c([N+](=O)[O-])c2)sc2c1CCCC2,32,-30,17,-1,0,-3,22,7,2
CN(C)C=NC(=O)c1cc(C(=O)c2ccc(Cl)cc2)c[nH]1,-0.4,23,-9,1,-19,7,-11,14,-5
COc1ccc(-c2nc(CCl)cs2)cc1,-0.9,15,-11,-3,7,0,-4,1,0
CC1CCC(NCC(=O)Nc2cccc(S(N)(=O)=O)c2)CC1 (stereo not given),2.6,0,-1,-1,-10,-4,9,16,1
CS(=O)(=O)NCCNC(=O)c1cc(OCC(F)(F)F)ccc1OCC(F)(F)F,0.1,-4,9,-4,1,1,-7,13,1
O=C(CNC(=O)c1ccc(Cl)cc1)c1ccccc1,0.4,24,-18,-4,-9,-2,-15,-9,0
Cc1ccc2[nH]c3c(=O)n(CCCN4CCN(C)CC4)cnc3c2c1,5.2,16,10,-2,-11,-2,-24,5,-1
Cc1nc(NC(=O)c2ccco2)sc1-c1csc(Nc2ccc(Cl)cc2)n1,-0.8,13,31,-1,-2,-9,3,23,8
COc1ccccc1/C=C/C(=O)NCC(=O)N/N=C/c1ccc(C)o1,0.4,6,15,-3,5,0,-3,15,-1
O=C(OCC(=O)N1CCc2ccccc2C1)c1c(F)cccc1Cl,-0.5,10,-13,-4,-1,-4,-11,21,-1
CCc1nc(NC(=O)Cc2csc(C)n2)sc1C(=O)OC,0.2,2,33,2,-5,-5,5,20,2
S=C(NCCc1ccccn1)Nc1ccc(Cl)cc1,0.4,2,12,4,3,0,-1,20,6
CCOc1c(C(=O)CC)cc2c(C)cc(=O)oc2c1C,1.1,-1,4,-3,-1,-1,2,25,1
CCN(CC)CCN(C(=O)c1ccc([N+](=O)[O-])cc1)c1nc2c(OC)cccc2s1,-0.5,0,6,-1,0,0,-17,10,-1
CN(C)c1ccc(N=Nc2ccccc2C(=O)OCC(=O)N(C)C2CCCCC2)cc1,-0.6,38,33,-6,32,0,19,34,-4
Cc1nc(SCC(=O)CC(=O)OC(C)C)c(C#N)c(C)c1C,3.4,18,36,-2,17,-3,16,43,0
Cc1ccc(S(=O)(=O)N2CCN(C(=O)COC(=O)Cc3cccc(C(F)(F)F)c3)CC2)c(C)c1,0.7,4,27,7,-57,-4,32,27,2
CCn1ncc(/C=N\NC(=O)c2csc3ccccc23)c1C,-0.7,-6,15,-4,2,-1,8,13,-10
O=C(c1ccccc1F)N1CCN(c2cnn(-c3cccc(Cl)c3)c(=O)c2Cl)CC1,-0.9,38,-2,-1,7,-3,-15,-35,1
COc1ccccc1C(=O)NC(=O)CSc1nncn1C,-2.1,27,6,-3,12,8,-5,7,-1
CC1CCN(S(=O)(=O)c2ccc(Cl)s2)CC1,0.7,36,20,-2,4,-3,5,41,2
CCc1ccc(NC(=O)COC(=O)/C=C/c2ccco2)cc1,0.8,17,19,0,13,-7,0,18,0
CCOC(=O)c1sc2nc(CC(=O)OC)nc(NCc3ccc(F)cc3)c2c1C,2.1,19,12,-1,-3,-2,12,0,-20
CC(C)c1nnc(NC(=O)Cc2ccccc2[N+](=O)[O-])s1,-1.3,9,11,-3,-16,0,27,14,-1
O=C(Cc1ccc(Br)cc1)Nc1ccc2[nH]ncc2c1,-0.6,8,-20,-2,-14,-3,4,6,-7
O=S(=O)(Nc1ccc(Cc2ccncc2)cc1)c1cccs1,2.2,10,11,-3,1,-3,0,10,0
CN(/N=C/c1ccc([N+](=O)[O-])o1)c1ccccc1,7.1,36,52*,-4,24,-4,34,37,-2
Cc1ccc(-n2nc3c(N4CCC(C(=O)NCCc5ccccc5C)CC4)nnc(C)c3c2C)cc1,-2.6,17,-3,1,22,-1,-11,-16,-5
COC(=O)CSc1nnc(-c2cccs2)n1-c1ccc(Cl)cc1,-0.7,8,29,-7,17,2,26,20,0
COc1ccccc1CN=c1c([N+](=O)[O-])nn(-c2ccc3c(c2)OCCO3)n1O,-1.2,22,8,4,-41,-3,9,-1,7
Cc1ccc(/C=C/C(=O)NC2=NCCS2)cc1,0.6,7,9,0,3,-4,11,-25,-1
Nc1ccc2sc(N)nc2c1,-1.0,2,-8,-1,-10,-1,2,1,-2
Cc1ccc(NC(=O)COC(=O)c2ccc(-n3cccn3)cc2)cc1C,0.4,-4,2,0,-7,3,-22,-6,0
O=C(O)c1cccc(S(=O)(=O)N2CCN(C(c3ccccc3)c3ccccc3)CC2)c1,-1.6,-3,26,-5,11,-2,2,19,3
CCC/C=C1/CCCOC(C(=O)NCc2cc(C)n(C)n2)(C(F)(F)F)C1 (stereo not given),1.4,18,25,3,6,2,15,28,0
CC1(C)CC(=O)C(C=Nc2ccc(NC3=C(C#N)C(=O)CC(C)(C)C3)cc2)=C(O)C1,0.9,2,-7,-3,12,-5,1,2,0
COc1ccc(-c2nc(NC(=O)c3ccccc3)sc2-c2ccc([N+](=O)[O-])cc2)cc1,1.8,30,28,0,9,-3,17,23,-8
COc1ccc(NS(=O)(=O)c2cc(C(=O)N3CCN(C(C)=O)CC3)ccc2Cl)cc1,-4.5,6,-9,-3,-2,1,5,1,-1
[O-]/C(=C(\C(=S)Nc1ccc(Cl)cc1)[n+]1ccccc1)c1ccc(OC(F)F)cc1,6.9,16,22,-5,33,-2,27,31,2
CCC(C(=O)Nc1cc(C(=O)Nc2cc(C)ccn2)ccc1Cl)c1ccccc1 (stereo not given),2.9,17,22,-2,-2,-2,9,39,-8
CCN(Cc1ccccc1)S(=O)(=O)CCNC(=O)c1ccccc1,-1.0,16,-23,4,-10,0,-20,-9,1
CSCCC1C(=O)OC2(C)CC(C)(C)NC(=S)N12 (stereo not given),-0.5,0,9,5,9,-1,3,1,1
CC1CCCCC1NC(=O)COC(=O)CNC(=O)c1cccc(F)c1 (stereo not given),-1.2,27,6,-2,6,-1,7,8,-1
O=C(O)CCCn1cc(NC(=O)c2cc(F)c(F)cc2Cl)cn1,-1.4,4,2,1,-17,-3,-1,2,-4
Cn1c(=O)c(C(=O)COC(=O)c2cc(-c3ccco3)nc3ccccc23)c(N)n(Cc2ccccc2)c1=O,nt,26,-8,-2,-44,-6,-12,8,nt
# (further entries)
SMILES,MPTP block,NLRP3 yeast inh,tim10-1 inh,APJ ag,APJ antagonist,MIN6 prolif,TIM10 inh,tim23-1 inh,NR3A LBD binder
CCc1ccc(CNC(=O)Cn2nc(-c3ccccc3)ccc2=O)cc1,0.0,1,30,0,1,-1,21,-2,-1
CCOC(=O)C1(CC)NC(c2ccco2)C2C(=O)N(c3ccc(C)cc3)C(=O)C21 (stereo not given),0.1,-7,31,-5,7,-4,-6,16,2
CCOC(=O)C1=C(C)NC2=C(C(=O)CC(c3ccc(OC)c(OC)c3)C2)C1c1ccc(C)o1 (stereo not given),0.1,-7,16,-5,-14,1,1,3,-2
O=C(N/N=C/c1cc([N+](=O)[O-])ccc1Cl)c1cc(-c2ccccc2)nc2ccccc12,40,-2,-9,-4,3,-4,-21,-3,-1
Cc1nc2ncnn2c(N2CCN(C(c3ccccc3)c3ccccc3)CC2)c1C,-0.6,19,30,-5,1,-5,22,22,-6
CC(=O)Nc1ccc(S(=O)(=O)N2CCN(C(=O)c3ncoc3-c3ccccc3C)CC2)cc1,-0.7,7,-14,-2,0,2,-7,5,1
O=C(NC(Cc1ccccc1)C(=O)O)C1CCCCC1 (stereo not given),0.6,16,13,1,13,0,4,5,1
CC(C)CCN1C(=O)C2(OCCCO2)c2cc(Cl)ccc21,-1.1,22,-12,-2,11,-2,-15,20,0
CSc1ncccc1C(=O)OCC(=O)c1ccc[nH]1,-0.7,23,1,0,-14,2,6,3,0
O=C(NC1CCCC1)C1CCCN(S(=O)(=O)c2cnc[nH]2)C1 (stereo not given),-0.8,-15,8,-1,4,-2,-1,10,2
Cc1ccc(NC(=O)CCSc2nnc(C)o2)cc1,0.7,12,-12,1,23,-1,0,0,0
CCc1ccc(C(=O)NNC(=O)CCC2CCCCC2)cc1,0.5,11,0,5,7,0,10,25,-1
CCOC(=O)C1CCN(Cc2cnc(NC(=O)OC)s2)CC1,-2.1,8,-1,0,15,-2,10,4,1
COc1cccc(NC(=O)c2ccc(NC(=O)C3CC(=O)OC34CCCCC4)cc2)c1 (stereo not given),1.5,-5,-3,-4,-5,3,8,6,-4
O=C(CNCc1cccnc1)Nc1cc(C(F)(F)F)ccc1N1CCOCC1,2.2,-11,-12,-4,5,2,-10,-8,-1
Cc1ccc2cccc(NS(=O)(=O)c3ccccc3)c2n1,nt,9,10,-20,63*,-7,7,18,1

# Rows were taken by chance; overall some 7.2% were active at least once.
